# L major viab: Leishmania major promastigote growth inhibition. Leishmania major promastigotes, resazurin fluorescence viability. AID 1063. inhibition, % at 10 µM. 200,000 compounds, 9% hits; in the data active means inhibition above about 50%;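 further: promastigotes grown with compound for 44 hours at 28 °C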
# TNAP inh hi DEA: inhibitors of human TNAP at high phosphate acceptor concentration | 200,000 compounds, 0.03% hits | inhibition, % at 20 µM | P05186 | purified TNAP, CDP-star luminescence, 1 M DEA;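 active means over 50% inhibition of tissue-nonspecific alkaline phosphatase at 20 µM in the single-dose screen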;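 further: plate controls were DMSO wells for no effect and EDTA-quenched wells as full inhibition for full effect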
# PMI act satM6P: increases human PMI activity with near-saturating mannose 6-phosphate; coupled PMI enzyme assay, resazurin fluorescence, 20 min; stronger effect = higher value; 1 = untreated enzyme, 0 = substrate-free blank; 190,000 compounds, 0.34% hits; activation factor at 20 µM;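 active means activation factor of 2 or more at 20 µM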
# Target sequence (P34949 whole entry, looked up): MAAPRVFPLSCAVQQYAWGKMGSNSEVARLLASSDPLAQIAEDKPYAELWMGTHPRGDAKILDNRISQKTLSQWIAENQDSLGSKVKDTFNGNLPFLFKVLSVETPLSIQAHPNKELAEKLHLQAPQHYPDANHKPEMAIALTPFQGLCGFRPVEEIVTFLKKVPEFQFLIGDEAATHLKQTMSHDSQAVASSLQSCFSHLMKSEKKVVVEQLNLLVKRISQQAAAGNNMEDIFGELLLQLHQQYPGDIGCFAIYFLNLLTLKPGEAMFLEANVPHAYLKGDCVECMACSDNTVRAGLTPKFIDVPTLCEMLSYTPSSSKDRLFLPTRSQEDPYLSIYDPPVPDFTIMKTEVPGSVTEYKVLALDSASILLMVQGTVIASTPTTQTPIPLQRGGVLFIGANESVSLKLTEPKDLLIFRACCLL
#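 assay system = human phosphomannose isomerase with PGI, G6PDH, diaphorase coupling enzymes | quantity = 15 ng/mL PMI | incubation = enzyme reaction with compound 20 min at room temperature | medium = HEPES pH 7.4 buffer with MgCl2 and Tween-20 | compound dosing = one concentration, 20 µM, in 1% DMSO | measured by = Diaphorase-driven resazurin-to-resorufin fluorescence, excitation 544, emission 590 nm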
# DTT redox prof: compounds producing H2O2 with reducing agent – biochemical, NIH compound library profiling, artefact control for MLSCN library redox annotation, primary screen; 200,000 compounds, 0.03% hits; DTT-dependent redox cycling H2O2, phenol red/HRP absorbance; 100% = 100 µM peroxide control, 0% = buffer; activation, % at 10 µM;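 active means activation of at least 50% relative to the plate's high and low controls in the primary single-dose screen; inactive means activation below 50%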;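 further: compound incubated with DTT at 0.8 mM final as the reducing agent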
# RAM inhibit: yeast RAM network inhibition | 190,000 compounds, 1.8% hits | inhibition, % at 50 µM | S. cerevisiae dse1pr::URA3 reporter, 5-FOA growth OD615, 2 d; analog-sensitive cbk1-as2 kinase mutant strain;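 active means inhibition above a set limit, 3 SD over mean compound inhibition, cut at about 8.4% in these data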;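 further: 0% = DMSO-only wells with no growth and 100% = 10 µM 1-NA-PP1 full growth; inhibition rescues growth on 5-FOA so higher OD means more RAM inhibition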
# S1P3 antagonist: antagonists of human S1P3 receptor. inhibition, % at 4.98 µM. 170,000 compounds, 0.27% hits. AID 485. CHO S1P3 NFAT-BLA reporter, FRET fluorescence, antagonist mode;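 active means inhibition above the plate cutoff, the mean inhibition of test wells on that plate plus 3 SD, cut at about 28% in these data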;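 further: cells challenged with S1P at its EC80 of 0.8 µM; blue over green emission ratio from cleaved BLA substrate after 4 h stimulation; 0% = S1P-stimulated wells and 100% = unstimulated DMSO-only wells; some compounds past the cut are filed as inactive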
# Target sequence (Q99500 whole entry, looked up): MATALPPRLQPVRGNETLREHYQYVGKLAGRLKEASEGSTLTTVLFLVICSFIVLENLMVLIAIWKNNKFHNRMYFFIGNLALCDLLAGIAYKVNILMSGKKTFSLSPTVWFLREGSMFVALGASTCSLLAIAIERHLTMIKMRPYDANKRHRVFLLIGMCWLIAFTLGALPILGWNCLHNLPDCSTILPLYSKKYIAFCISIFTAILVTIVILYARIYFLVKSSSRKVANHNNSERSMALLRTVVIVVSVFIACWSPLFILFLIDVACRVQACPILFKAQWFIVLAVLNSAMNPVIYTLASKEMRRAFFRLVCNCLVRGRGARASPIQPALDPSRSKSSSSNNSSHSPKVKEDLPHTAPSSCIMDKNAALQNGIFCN
# TNAP inh no acc: inhibitors of human TNAP without phosphate acceptor; P05186; purified TNAP, CDP-star luminescence, 30 min; 200,000 compounds, 0.26% hits; inhibition, % at 20 µM;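 active means tissue-nonspecific alkaline phosphatase inhibition above about 50% at 20 µM in the single-dose screen, limit read from the data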;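 further: 0% = DMSO negative control and 100% = EDTA positive control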
# PMI activator: activators of human phosphomannose isomerase; P34949; purified human PMI, coupled resazurin fluorescence, 20 min; stronger effect = higher value; 1 = vehicle control, 0 substrate-free wells; activation factor at 20 µM; 190,000 compounds, 0.005% hits;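 active means activation factor of 2 or more at 20 µM, relative to plate controls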
# Hsp70 act: transcriptional activators of Hsp70; HeLa Hsp70 promoter luciferase reporter, luminescence; scaled: vehicle 0, proteasome-inhibitor control 100%; activation, % at 10 µM; 200,000 compounds, 0.04% hits; AID 1203;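 active means activation above the mean across all tested compounds plus 3 SD, cutoff set per campaign, cut at about 5.5% in these data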;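 further: 100% = MG132 at 30 µM as the positive control and 0% = DMSO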
# Efa HMGR inh: E. faecalis class II HMG-CoA reductase inhibition; inhibition, % at 10 µM; purified E. faecalis HMGR, NADPH absorbance 340 nm kinetic; 190,000 compounds, 0.41% hits;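 active means inhibition above a set limit, the median over all tested compounds plus 3 SD, cut at about 9.5% in these data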;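 further: enzyme runs in reverse so mevalonate oxidation gives rising NADPH absorbance; 0% = complete reaction with DMSO and 100% = background rate lacking mevalonate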
# Numbers without * were called inactive; . = not tested or not shown.
# Sample of the layout (two entries):
SMILES,L major viab,TNAP inh hi DEA,PMI act satM6P,DTT redox prof,RAM inhibit,S1P3 antagonist,TNAP inh no acc,PMI activator,Hsp70 act,Efa HMGR inh
COc1cc(/C=C2\SC(=S)N(N3CCOCC3)C2=O)cc(OC)c1OC,-2,1,1,0.5,3.5,-8,8,0.8,-0.3,-9
CCCCNC(=O)CSc1cc(=O)n(C)c2ccccc12,-3,1,0.9,-1.3,1.4,-4,-13,0.9,0.0,-4

# The whole of this part, previewed entries included:
SMILES,L major viab,TNAP inh hi DEA,PMI act satM6P,DTT redox prof,RAM inhibit,S1P3 antagonist,TNAP inh no acc,PMI activator,Hsp70 act,Efa HMGR inh
COc1cc(/C=C2\SC(=S)N(N3CCOCC3)C2=O)cc(OC)c1OC,-2,1,1,0.5,3.5,-8,8,0.8,-0.3,-9
CCCCNC(=O)CSc1cc(=O)n(C)c2ccccc12,-3,1,0.9,-1.3,1.4,-4,-13,0.9,0.0,-4
Cc1ccc2nc(NC3=NCN(CCc4ccccc4)CN3)nc(C)c2c1,.,-8,1.1,.,.,1,-9,1.1,.,.
Cc1cc(C)cc(OCC(=O)Nc2nc3ccc([N+](=O)[O-])cc3s2)c1,-3,3,1,-3.0,2.0,.,12,1,0.0,-5
Cc1ccc(N(CC(N)=O)C2SC(=O)NC2=O)cc1 (stereo unspecified),-5,-3,0.9,0.5,1.5,-10,-7,0.9,-0.5,-1
C/C(=N\NC(=O)COc1cc(C)cc(C)c1)c1ccc(N2CCOCC2)cc1,0,3,0.9,0.2,-0.4,-11,-2,0.9,-0.2,3
C=C(C)CNC(=S)N/N=C/c1ccccc1OCC(=O)O,-1,-8,0.9,-0.3,0.0,-10,-54,1,-0.2,-6
O=C(O)c1ccccc1S(=O)(=O)NCC(O)COC1CCCCC1 (stereo unspecified),-3,-2,1.1,1.4,1.0,-25,-8,1.1,-0.1,-2
COc1ccc(C(=O)/C=C(/C)N(C)C)cc1,-5,-3,1,-8.3,1.8,.,1,1,-0.1,1
CCNc1ccc(C(=O)O)cc1N,-2,1,0.7,-1.0,0.4,-6,-15,0.7,-0.1,0
CCOCCCNC(=S)Nc1cc(C)cc(C)c1,14,-3,0.9,0.0,-1.1,-4,-10,0.9,-0.3,-7
c1ccc(Cn2nnnc2C(c2cccnc2)N2CCN(C3CCCCC3)CC2)cc1 (stereo unspecified),-8,-4,1.2,-1.0,1.8,-35,-7,1.1,-0.3,-8
COc1cccc(C(=O)Oc2ccc(N3C(=O)CCC3=O)c(C)c2)c1,-5,-5,0.9,0.0,-0.9,-10,-12,1,-0.4,2
CCCCCNC(=O)c1ccc2c(=O)n(CCCN3CCCC3=O)c(=S)[nH]c2c1,-7,-4,1.2,-0.5,3.2,-9,-4,1.1,0.0,-2
CC1=CN2C(=NC(=O)CC2(C)C(=O)N(CC(=O)NC2CCCC2)c2cc(C)cc(C)c2)C=C1 (stereo unspecified),-8,-2,.,0.0,0.6,-3,-7,.,-0.4,0
Clc1ccccc1Cc1noc(CN2CCN(Cc3ccccn3)CC2)n1,-8,-1,1.1,-0.1,0.1,2,-4,1.1,-0.3,-4
C=C(C)C1CC=C(C)/C(=N/NC(=O)CNc2ccc(OCC)cc2)C1 (stereo unspecified),100*,-5,0.6,-3.3,3.6,.,-7,0.8,-0.3,-4
CCOC(=O)c1cc2c(ccn2C)n1Cc1ccccc1Cl,10,-3,0.5,-0.2,1.6,-14,-5,0.8,0.0,-3
Cc1ccc(C(=O)CSc2nc3cc(S(=O)(=O)N4CCOCC4)ccc3o2)cc1,-5,-7,0.9,-1.4,5.4,.,-37,0.7,-0.3,-6
O=C(COC(=O)c1cccnc1)Nc1ccc2c(c1)OCO2,4,-2,0.8,-1.0,1.1,-3,-2,0.9,-0.3,2
Cc1ccc(CNc2ccc(N3C(=O)CCCC3=O)cc2[N+](=O)[O-])cc1,-4,15,1,-0.3,2.9,-7,-4,1,-0.4,-2
Cc1ccc(S(=O)(=O)N2CCCCC2)cc1NC(=O)CSc1ccc2c(c1)OCCO2,4,-3,0.8,0.5,2.8,-11,-10,0.7,-0.1,2
O=C(CSc1nnc(-c2cccs2)o1)N1CCCc2ccccc21,-6,-5,1.1,1.2,1.8,-8,7,1,-0.2,-7
COc1ccc(Cl)cc1S(=O)(=O)NCc1cccnc1,-6,1,0.9,0.3,2.2,.,-6,0.9,-0.2,-5
COC(=O)c1cnn(-c2cc(Oc3cccc(C)c3)ncn2)c1N,-6,-1,1,0.6,0.2,.,-5,1,0.0,1
O=C(Nc1cc(SCC(O)CO)cc([N+](=O)[O-])c1)c1ccc(-n2cnnn2)cc1 (stereo unspecified),-6,-1,1,-1.0,1.0,-5,-1,1,-0.3,-5
C/C(N)=C(/C#N)C(=O)CSc1ccc2c(c1)OCCO2,-9,-5,1,0.5,0.6,-42,-8,0.9,-0.1,-8
Oc1ccc2ccccc2c1C=Nc1cc(C(F)(F)F)ccc1N1CCCC1,2,6,0.5,2.7,3.1,.,2,0.7,0.4,-4
CCCN1C(=O)N(C)C(N(O)C(=O)NC)C1(C)C (stereo unspecified),-7,0,0.9,-4.0,1.6,.,-8,0.9,-0.2,2
CC(C)OCC(O)CN (stereo unspecified),-3,-5,0.9,0.3,0.7,17,-8,1,0.0,2
COc1cccc(-c2cc(C(=O)Nc3nc4ccccc4s3)c3ccccc3n2)c1,16,-4,0.8,-3.2,3.8,.,-8,0.8,-0.4,0
Cc1ccc(S(=O)(=O)NNC(=O)c2cccnc2)cc1,-7,-4,1.1,1.3,0.1,-16,10,1.3,-0.1,4
O=C(NNC(=O)c1sccc1-n1cccc1)c1ccccc1,-3,1,0.9,4.7,0.8,.,-8,0.9,-0.2,-2
CCOC(=O)N1CCN(C2=Nc3cccc4cccc2c34)CC1,15,6,0.4,2.7,-0.5,9,2,0.6,-0.2,-8
O=C(c1nn2cccnc2c1Cl)N1CCN(c2ccccc2)CC1,-4,-2,1.1,0.4,0.2,-18,-8,1.1,0.1,-4
COC(=O)c1cc(S(=O)(=O)N2CCOCC2)ccc1Sc1ccccc1N,-1,-7,1,2.2,2.0,.,-11,0.8,-0.1,0
C=CCc1cccc2cc(C(=O)OCC(=O)c3ccccc3)c(=O)oc12,-1,6,1,4.5,4.1,.,2,1,0.1,-8
COc1cc2c(cc1NC(=O)COC(=O)[C@@H](NS(=O)(=O)c1ccccc1)C(C)C)oc1ccccc12,99*,-7,0.9,0.0,5.5,-1,-13,0.9,-0.2,1
CCn1c(SCC(=O)Nc2ccc3c(c2)OCO3)nc2c(c1=O)SC(C)C2 (stereo unspecified),2,-3,1,-0.6,2.9,11,6,0.9,0.0,-10
COc1ccc(-c2nn[nH]n2)cc1OC,3,-6,1.1,0.1,1.8,.,-14,1.1,-0.3,-7
Cc1ccc(C(=O)C2=C(O)C(=O)N(CCCN(C)C)C23C(=O)N(C)c2ccccc23)o1 (stereo unspecified),.,2,1,.,.,-3,-1,1.2,.,.
O=C(/C=C/c1ccc(Cl)cc1)NC(=S)Nc1ccc(NC(=O)c2ccco2)cc1,1,-4,1.1,0.2,2.8,-19,-1,1,-0.2,0
CC1CCCCN1C(=O)Cn1nnc(-c2cccnc2)n1 (stereo unspecified),-6,-4,0.9,0.4,0.2,-2,-12,1.1,0.2,-1
COc1cc(OC)c(/C=N/NC(N)=S)cc1Br,35,-7,1,-0.1,5.9,-25,-11,0.9,-0.3,0
CC(C)OC(=O)CC1=NC(=O)CS1,-7,-8,1,0.6,-0.6,.,-10,0.9,-0.1,-3
CC1(C)c2ssc(=S)c2-c2ccccc2N1C(=O)CSC1=NCCS1,5,10,0.9,-1.9,2.2,.,6,0.9,0.0,-1
C/C(=N/NC(=O)c1cc(C(C)C)[nH]n1)c1cccs1,13,-6,1,-5.2,1.0,.,18,1,-0.5,-1
Cc1cnc(C(=O)Nc2ccc(S(=O)(=O)NCC(C)C)cc2)cn1,-5,-3,.,0.6,1.9,-1,-9,.,-0.2,0
C/C=C(/C)C(=O)O[C@@H]1[C@H](OC(=O)C=C(C)C)c2c(ccc3ccc(=O)oc23)OC1(C)C,0,-3,0.9,0.1,4.8,-21,-3,0.9,-0.2,3
CO/N=C/NC(=O)c1c(OC)ccnc1Oc1ccccc1,-2,-8,1.1,3.7,0.3,.,-4,1.2,-0.1,1

# (cont.)
SMILES,L major viab,TNAP inh hi DEA,PMI act satM6P,DTT redox prof,RAM inhibit,S1P3 antagonist,TNAP inh no acc,PMI activator,Hsp70 act,Efa HMGR inh
O=C(COc1ncnc2cc([N+](=O)[O-])ccc12)NC(=O)NC1CCCCC1,23,0,1,-0.2,1.9,3,-10,1,-0.1,-10
COc1cc(C(C)=O)ccc1COc1ccc(C(=O)OCC(=O)NC(C)(C)C)cc1OC,-3,3,1,0.1,3.0,15,-4,0.9,-0.4,-2
O=C(CN1CCN(c2ccccn2)CC1)NC1CCCC1,-2,-6,0.9,1.3,0.9,3,-11,1,-0.1,-6
Cc1cc(NC(=O)c2cc(CC(C)C)on2)n(-c2ccccc2)n1,-9,-1,1,0.1,2.7,-21,-6,0.9,-0.1,-7
O=C(c1cc(-c2ccc(Cl)c(Cl)c2)on1)N1CCN(c2ccccc2)CC1,-9,-9,0.9,3.5,7.8,-22,-20,0.9,-0.3,3
C=CCC1Cc2c(Br)cccc2C(CC=C)N1 (stereo unspecified),5,-6,0.9,-3.0,4.0,-7,-14,0.9,0.2,1
CCOC(=O)CCn1c(=O)c2c(nc(Br)n2Cc2ccccc2)n(C)c1=O,-4,-8,1.1,-0.7,1.9,29,-6,1,-0.4,0
COc1cc(C(=O)NC2CCCNC2)cc(OC)c1OC (stereo unspecified),.,-12,0.9,.,.,-3,-14,0.9,-0.2,4
CCCC1CCc2c(c3ccccc3[nH]c2=O)O1 (stereo unspecified),-2,0,0.9,0.0,1.0,.,-3,1,0.1,-3
Cc1cccc(NC(=S)N(Cc2cccc(Br)c2)CC2CCC(C(=O)O)CC2)c1 (stereo unspecified),6,0,0.8,-0.6,2.0,-7,-2,0.9,-0.3,-2
COc1ccc(NC(=O)C(CC(=O)O)Cc2ccccc2)cc1 (stereo unspecified),-12,-6,1.1,-2.9,-0.1,17,-12,1.1,-0.4,-3
COc1ccc(CCN2C(=O)C(Oc3ccccc3C)C2c2ccc3c(c2)OCO3)cc1 (stereo unspecified),4,-6,1,0.4,6.3,17,-9,0.9,-0.4,-3
O=C(c1cn[nH]c1)N1CCc2c([nH]c3ccccc23)C1c1c(F)cccc1Cl (stereo unspecified),23,-2,0.9,-1.1,-0.6,-3,-11,0.8,-0.3,-2
COc1ccc(CC(=O)O/N=C(\N)Cc2cccc3ccccc23)cc1OC,4,-4,0.8,0.5,5.9,5,-9,0.8,-0.2,-2
COc1cccc(CNCCN2CCOCC2)c1OC,-7,-2,1.1,-0.2,-0.4,.,-10,1,-0.3,6

# Source: PubChem BioAssay (several laboratories)
